Insulin prom inh: TRM-6 insulin promoter activity inhibition; TRM-6 cells (human fetal islet line), insulin promoter-eGFP reporter, imaging; reporter expression induced with tamoxifen; inhibition, % at 2 µM; 0.9% of 130,000 active; AID 1273;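 active = inhibition above the mean plus 3 SD, with well images judged a real hit on visual review, cut at about 60% in these data, passing the limit was not always enough; inconclusive = inhibition over the cutoff but images rejected on review; inactive = inhibition not above the cutoff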
sdo1 growth: restores growth of sdo1-depleted yeast; S. cerevisiae sdo1-depleted JHY4D growth rescue, OD600 30 h; active compounds read high; pdr5 snq2 efflux-pump mutant strain; z-score at 10 µM; 0.21% of 140,000 active;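 active = z-score above 3 at both the 24 hr and the 30 hr optical density reads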;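 also: z-score against mean and SD of all compound wells on the same plate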
sdo1 growth Rescue 24 h: second read-out of sdo1 growth, no call of its own (marks repeat the call); z-score; S. cerevisiae sdo1-depleted JHY4D growth rescue, OD600; measured here: growth rescue at 24 h;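 0 is the plate mean of compound wells and units are plate SD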
The depositor's hits bear a star; i = inactive; ? = inconclusive; · = not tested or not shown.

SMILES	Insulin prom inh	sdo1 growth	sdo1 growth Rescue 24 h
COCCCN1C(=O)C(O)=C(C(=O)c2ccco2)C1c1ccccc1 (configuration not stated)	0.0	2.01	3.17
CC(=O)Nn1cc2c(=O)n(C)c(=O)n(C)c2c1	-12.5	0.7	0.21
COC(=O)c1ccccc1NC(=O)N1CCCC1	?	0.55	0.7
Nc1nonc1C(=Nc1ccc(Br)cc1)NO	-13.9	0.29	-1.18
CC1CC2(CCCCC2)Nc2c1ccc1ccccc21 (configuration not stated)	-405.3	-1.14	-1.02
CCOC(=O)C(Cc1ccccc1)NC(=O)CCc1c(C)nc2ncnn2c1C (configuration not stated)	0.0	0.02	-0.24
CCOC(=O)c1cnc2nc(N3CCOCC3)nn2c1N	23.1	·	·
CCOC(=O)C(=CNc1ccc2c(c1)nnn2-c1ccc(Cl)cc1)C(=O)OCC	-3.1	-0.29	0.78
CN(C)c1ccc(N=Cc2nc(-c3ccccc3)oc2O)cc1	-54.5	-1.13	0.32
Cc1cccc(NC(=O)CSc2ncnc3nc[nH]c23)c1C	·	-0.6	-1.23
NNC(=O)CN1C(=O)Nc2ccc(Br)cc2C1c1ccccc1 (configuration not stated)	73.3	1.63	2.18
Cc1ccc(-c2n[nH]c(=S)c3ccccc23)cc1	58.3	·	·
COc1ccc(-c2[nH]ncc2-c2ccc(Cl)cc2)c(O)c1	·	-2.36	-1.5
COc1ccccc1-c1c(C)oc2cc(OC(=O)c3ccco3)ccc2c1=O	-100.0	-0.24	-1.15
CCN=C1NN=C(c2cc(C)n(Cc3ccco3)c2C)CS1	0.0	-0.71	-0.47
N#Cc1c(N)[nH]c(=S)c(C#N)c1-c1ccccc1	·	0.05	0.43
COc1ccc(C2(C(=O)Nc3ccc(OC)cc3OC)CCCC2)cc1	-10.0	·	·
CCCCNC(=O)CC1NCCNC1=O (configuration not stated)	36.8	·	·
N#Cc1ccc(CSc2nnc(-c3cnccn3)o2)cc1	55.3	0.22	0.91
CCCC/C(C)=N/NC(=O)CN(c1ccc(Br)cc1)S(=O)(=O)c1ccccc1	12.9	0.96	-0.35

Entries from the list above with a halogen, in the order listed:
SMILES	Insulin prom inh	sdo1 growth	sdo1 growth Rescue 24 h
Nc1nonc1C(=Nc1ccc(Br)cc1)NO	-13.9	0.29	-1.18
CCOC(=O)C(=CNc1ccc2c(c1)nnn2-c1ccc(Cl)cc1)C(=O)OCC	-3.1	-0.29	0.78
NNC(=O)CN1C(=O)Nc2ccc(Br)cc2C1c1ccccc1 (configuration not stated)	73.3	1.63	2.18
COc1ccc(-c2[nH]ncc2-c2ccc(Cl)cc2)c(O)c1	·	-2.36	-1.5
CCCC/C(C)=N/NC(=O)CN(c1ccc(Br)cc1)S(=O)(=O)c1ccccc1	12.9	0.96	-0.35

Next section.
SMILES	Insulin prom inh	sdo1 growth	sdo1 growth Rescue 24 h
O=C(/C=C/c1cccc([N+](=O)[O-])c1)Nc1ccccn1	58.3	·	·
CSc1nc(-c2ccccc2)nc(N2CCCC2)c1C(C)=O	15.8	-1.43	-1.28
CCN(CC)c1ccc(C(=O)N/N=C/c2ccccc2OC(F)F)cc1	-9.1	·	·
c1ccc(-n2ncc3c(NCc4cccs4)ncnc32)cc1	·	-0.11	0.8
Cc1ccc(CN2CCN(/N=C/c3cc(Br)cc(Br)c3O)CC2)cc1	-6.7	-1.78	-1.12
Cc1ccc2oc(=O)c3cc(C(=O)NCCCN4CCc5ccccc5C4)sc3c2c1	7.3	-1.12	-1.16
O=[N+]([O-])c1cc(Cl)ccc1N1CCOCC1	22.2	·	·
CCOC(=O)c1[nH]c(C)c(C(=O)C(C)C)c1C	61.3	0.5	0.26
COCCNC(=S)N/N=C(\C)c1cc2ccccc2o1	-113.3	0.25	-0.09
O=C(Nc1cccc(C(F)(F)F)c1)c1ccc2nc(-c3ccco3)c(-c3ccco3)nc2c1	-3.7	0.13	-0.51
CCOC(=O)c1sc(=S)n(-c2cc(F)ccc2F)c1N	37.5	1.71	1.22
CCC(CC)C(=O)NCCc1cc2cc(C)c(C)cc2[nH]c1=O	·	0.33	-0.39
O=C(Cn1c(SCC(=O)NC2CCCC2)nnc1-c1ccncc1)Nc1ccc2c(c1)OCO2	-34.3	-0.03	-0.67
CC1CCN(c2c(NCC3CCC(C(=O)N4CCc5ccccc5C4)CC3)c(=O)c2=O)CC1 (configuration not stated)	·	0.52	-0.39
CCOC(=O)c1sc(NC(=O)CSc2nc(C)cc(-c3ccccc3)n2)c(C#N)c1C	·	-2.31	-1.73
Cc1ccc(NC(=O)Nc2nc(-c3ccc(C)s3)cs2)cc1	·	-0.4	-0.38
CCc1ccc(CNCCSc2nnnn2C)cc1	-17.9	0.22	1.08
O=C(CN1CCN(c2nc(-c3ccccc3)cs2)CC1)NCc1ccc2c(c1)OCO2	·	-2.58	-1.29
COc1cccc2cc(C(N)=O)oc12	5.0	·	·
COc1ccc(N2CCN(S(=O)(=O)c3cccc(C(F)(F)F)c3)CC2)cc1	0.0	0.64	1.6
COC(=O)c1sc(S(=O)(=O)Nc2ccc(C)c(C)c2)c(C(=O)OC)c1C	-50.0	-0.53	0.37
O=C(N/N=C/c1cccc([N+](=O)[O-])c1)c1ccc2c(c1)OCCO2	·	-0.15	-0.78
O=C(COC(=O)c1cc([N+](=O)[O-])ccc1NCCO)NCc1cccs1	58.3	·	·
COc1ccc(S(=O)(=O)N2CCN(c3ccc(C)cc3C)CC2)cc1OC	·	-0.68	-0.45
Cn1c(N)c(C(=O)CCl)c(=O)n(Cc2ccccc2)c1=O	18.2	0.74	1.31
O=C(COc1ncnc2ccc(Br)cc12)Nc1ccc(N2CCOCC2)cc1	·	0.03	0.13
Cc1ccc(CNC(=O)C2c3ccccc3C(=O)N3CCc4ccccc4C23)o1 (configuration not stated)	·	0.44	1.2
CCc1ccc(-c2cc(C(=O)N3N=C(C(F)F)CC3(O)C(F)F)c3ccccc3n2)cc1 (configuration not stated)	6.7	-2.66	-1.7
COc1ccc(-c2nnn(CC(=O)NCCc3c[nH]c4ccccc34)n2)cc1OC	-41.7	0.17	0.16
Cc1cccc[n+]1CC(=O)Nc1ccc([N+](=O)[O-])cc1Cl	-6.7	0.52	-0.39
NC(=O)c1ccccc1N(Cc1ccccc1)S(=O)(=O)c1ccccc1	-41.7	·	·
CCc1ccc(C(=O)NCc2ccc(Cl)cc2)cc1	14.3	-0.39	-0.53
CNc1nc2ccccc2n1N	16.7	1.52	2.17
CCNC(=S)NNC(=O)c1c(Cl)c(C)nn1C	57.7	-0.35	0.02
Cc1cc(-c2ccccc2)nc(N2CCN(c3ccccn3)CC2)n1	·	-1.15	-0.38
CN1/C(=C\C(=O)C(F)F)C(C)(C)c2ccccc21	-4.5	1.32	1.55
CCOC(=O)c1sc2nc3c(cc2c1N)COC(C)(C)C3	81.2*	-1.27	-1.47
Cc1cc(CNC(=O)Cc2ccc(F)cc2)c2ccccc2n1	5.9	·	·
CC(/C=N/N1CCN(c2ccc(C)cc2)CC1)=C\c1ccccc1	-164.3	0.62	0.96
COc1ccc(-c2cc(=O)n(CCC#N)[nH]2)cc1	-10.0	0.83	0.98

Retrieved one by one from the list above (6):
SMILES	Insulin prom inh	sdo1 growth	sdo1 growth Rescue 24 h
Cc1cccc[n+]1CC(=O)Nc1ccc([N+](=O)[O-])cc1Cl	-6.7	0.52	-0.39
Cn1c(N)c(C(=O)CCl)c(=O)n(Cc2ccccc2)c1=O	18.2	0.74	1.31
Cc1ccc(CNC(=O)C2c3ccccc3C(=O)N3CCc4ccccc4C23)o1 (configuration not stated)	·	0.44	1.2
Cc1cc(-c2ccccc2)nc(N2CCN(c3ccccn3)CC2)n1	·	-1.15	-0.38
CNc1nc2ccccc2n1N	16.7	1.52	2.17
CN1/C(=C\C(=O)C(F)F)C(C)(C)c2ccccc21	-4.5	1.32	1.55

The list continues:
SMILES	Insulin prom inh	sdo1 growth	sdo1 growth Rescue 24 h
C=CCn1c(COc2ccccc2)nnc1SCC(=O)N/N=C/c1ccc(C)cc1	-26.0	-1.13	-1.24
Cc1cc(C)c2nc(NNC(=O)c3ccc(S(=O)(=O)N4CC(C)CC(C)C4)cc3)sc2c1 (configuration not stated)	41.5	-1.79	-1.49
CCn1c(SCCN2CCCCC2)nnc1-c1ccc(S(=O)(=O)N2CCOCC2)cc1	-73.1	-0.4	-1.32
Cc1nn(-c2cc(Cl)ccc2N)c(=O)c2ccccc12	20.0	0.45	-0.08
CCOC(=O)CN1C(=O)SC(CC(=O)Nc2nccs2)C1=O (configuration not stated)	-35.5	1.46	1.81
COC(=O)c1cc(Br)c(=O)n(-c2ccc(OC)cc2)c1	13.6	-0.74	-0.94
O=C(NCc1ccc(Cl)cc1Cl)C1CCN(S(=O)(=O)c2ccc3c(c2)OCCCO3)CC1	·	-0.39	-0.47
CCCNC(=O)C(=O)c1cccn1-c1ccsc1C(=O)OC	-4.7	0.39	0.63
CCN(CC)CCN1C(=O)c2ccccc2NC1c1ccccc1F (configuration not stated)	-112.5	1.67	2.11
CC(C)NC(=O)CCS(=O)(=O)c1ccc(Br)s1	25.0	0.3	0.58
COc1cccc(C2C(C(=O)c3ccco3)=C(O)C(=O)N2CCN(C)C)c1OC (configuration not stated)	14.3	0.82	0.5
CC(C)Cn1c(-c2csc3c2CCCC3)n[nH]c1=S	-37.8	-1.96	-1.99
COc1nc(OC)nc(N2CCC(C(=O)Nc3cccc4c3CCCC4)CC2)n1	-6.2	-1.41	-1.13
O=C(NC(=S)Nc1c(Cl)ccc2nsnc12)c1ccco1	23.1	0.61	0.78
CC1CCCCN1Cc1c(C#N)c2ccccc2n1C (configuration not stated)	-34.5	-0.7	-1.21
Cc1ccccc1NS(=O)(=O)c1ccc(NC(=O)c2nc3ncccn3n2)cc1	-1.4	0.29	-0.56
CCCC(=O)N1c2ccc(-c3csc(N)n3)cc2CC1C (configuration not stated)	50.0	-1.17	-0.86
CN(C)S(=O)(=O)c1cccc2c1C(=O)c1ccccc1C2=O	-17.2	-0.13	-0.12
O=C(CSc1nnc(-c2cccs2)n1Cc1ccco1)c1ccc2c(c1)OCO2	17.6	-0.39	-0.32
Cc1nc(N2CCOCC2)nc2c1CCCC2	-42.9	-0.59	-1.17
Cc1ccc2nc(NCc3ccco3)c(C=NCc3ccco3)c(=O)n2c1	·	-1.2	-1.38
CCOC(=O)c1cccc(-n2c(C)nc3ccccc3c2=O)c1	·	3.01	1.8
Cc1ccc(C#N)c(SCc2nnc(-c3ccc(Cl)cc3)o2)n1	31.0	-1.43	-1.6
COC(=O)Nc1nc(C)c(C(=O)N(C)C)s1	9.1	-0.06	-0.08
COCCn1c(=NC(=O)c2ccccc2[N+](=O)[O-])sc2cc(S(C)(=O)=O)ccc21	·	-0.84	-0.91
c1ccc(Cn2nnnc2C(c2ccccn2)N2CCOCC2)cc1 (configuration not stated)	-14.3	-0.73	-0.82
Cc1ccc(N2CC(C(=O)Nc3ccc(C)c(S(=O)(=O)N(C)C)c3)CC2=O)cc1 (configuration not stated)	11.8	·	·
CCOC(=O)Cn1nc(C)c(NC(=O)COc2ccccc2[N+](=O)[O-])c1C	25.0	·	·
CCOP(=O)(OCC)c1nc(-c2ccc(C)cc2)oc1NCc1ccccc1	-10.3	-1.38	-1.2
Oc1ccc(Cl)cc1-c1cc(C(F)(F)C(F)F)nc(-c2ccccc2)n1	-1.4	-1.47	-0.13
O=C(NNc1nc2ccc(F)cc2s1)c1cccc(F)c1	5.6	·	·
O=C(Nc1nnc(-c2ccc(Cl)cc2)o1)C1=COCCO1	19.2	1.73	1.42
Clc1cccc(CN2COc3c(cc(Cl)c4cccnc34)C2)c1	i	-1.42	1.02
CCOc1ccc(Cl)cc1CNCCNCCO	·	1.98	0.41
CS/C(=N\S(=O)(=O)c1cccs1)Nc1ccc(N2CCOCC2)cc1	-35.7	0.08	-0.37
CC(=O)c1cccc(NC(=O)N2CCCC2C(=O)NCc2ccc3c(c2)OCO3)c1 (configuration not stated)	-8.3	·	·
Cc1ccsc1C(=O)C1CCCN(Cc2cn(C)nc2-c2ccccc2)C1 (configuration not stated)	-52.2	·	·
O=C(COC(=O)C1CCN(C(=O)c2ccc(Cl)cc2)CC1)c1ccco1	·	0.22	-0.98
O=C(Nc1ccc(F)cc1)N(CCCN1CCOCC1)Cc1cc2cc3c(cc2[nH]c1=O)OCCO3	-25.0	0.56	0.21
O=C(NCc1ccco1)c1cc(=O)c2ccccc2o1	0.0	·	·
CCc1cccc(OCC(=O)Nc2c[nH]c(=O)[nH]c2=O)c1	6.7	·	·
C=CCn1c(=O)c(C#N)cc2c(=O)n3ccccc3nc21	0.0	0.93	1.15
CN(C)C(=O)c1nc2ccc(Cl)cn2c1CN1CCCC(OCc2cccnc2)C1 (configuration not stated)	-35.0	·	·
N#CC(=C1N=c2ccccc2=N1)c1c(O)[nH]c2ccccc12	12.7	-1.23	-1.54
Cc1c(CCO)c(=O)[nH]n1C(=O)c1ccc(F)cc1	-66.7	0.45	0.42
CCC(C)(C(=O)NC1CCCCC1)N(Cc1cccs1)C(=O)c1ccc(=O)[nH]c1 (configuration not stated)	·	1.31	0.98
CC1(C(=O)NCc2cc(F)cc(C(F)(F)F)c2)C=CC2(CCCCC2)N1C(=O)c1ccccc1 (configuration not stated)	-104.8	-0.73	0.17
CSC(=NS(=O)(=O)c1ccccc1)SC	-14.6	2.17	0.03
CN(C)CCN1C(=O)c2oc3ccccc3c(=O)c2C1c1cccc(Br)c1 (configuration not stated)	12.5	1.38	0.88
Cc1cc(=O)oc2cc(OCC(=O)N3CCCc4ccccc43)ccc12	35.7	-0.15	-0.41
CCCc1cc(=O)n2[nH]c(C(F)(F)F)nc2n1	55.0	·	·
N#Cc1ccccc1NC(=O)CNc1ccccc1N1CCCCC1	-29.7	-0.93	-0.61
